Compound activity: PubChem, several laboratories
Avidin fluor = avidin bead compound fluorescence profile | Avidin beads, compound fluorescence 488/530 nm, flow cytometry; active compounds read high | fluorescence (KMESF) at 10 µM | 220,000 compounds, 0.38% hits | AID 1775; in the data active means fluorescence above about 47; further: inactives centre near 10
Pf gametocyte = inhibitors of late stage P. falciparum gametocyte viability; P. falciparum stage V gametocytes, ATP luminescence, 24 h; inhibition, % at 10.9 µM; 150,000 compounds, 0.065% hits; AID 743093;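 active means inhibition above the mean plus 3 SD of compounds within the control limits, set per campaign, cut at about 38% in these data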;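 further: 0% = DMSO wells and 100% = medium only without gametocytes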
HRas wt GTP bind = changes GTP binding to wildtype human HRas | 190,000 compounds, 0.14% hits | GTP binding activity, % at 10 µM | P01112 | GST-Ras wt beads, Bodipy-FL-GTP binding, flow cytometry; actives lie on both sides;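 active means GTP binding activity at least 20% away from the 100% baseline, either lowered as inhibitor or raised as activator; inconclusive means flagged as likely green fluorescent, judged across all proteins in the well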;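 further: 0% = unlabeled GTP competition control and 100% = no-compound control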
Target sequence (P01112 whole entry, looked up): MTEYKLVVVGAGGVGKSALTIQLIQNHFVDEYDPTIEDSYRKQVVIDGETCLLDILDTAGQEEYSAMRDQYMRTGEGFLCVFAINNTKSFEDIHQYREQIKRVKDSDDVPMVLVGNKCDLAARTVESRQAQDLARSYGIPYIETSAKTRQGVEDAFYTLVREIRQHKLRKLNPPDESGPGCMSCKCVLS
Rac1 act GTP bind = modulators of GTP binding to human Rac1 activated mutant. percent activity (GTP binding), % at 10 µM. 190,000 compounds, 0.11% hits. GST-Rac1 activated beads, fluorescent GTP binding, flow cytometry; actives lie on both sides; 100% means binding = to untreated wells. P63000;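 active means GTP binding at least 20 percentage points away from the 100% baseline, in either direction, so actives lie on both sides; inconclusive means Compound likely fluorescent itself, or too few beads counted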
Rac1 wt GTP bind = alters GTP binding to wildtype human Rac1 | P63000 | GST-Rac1 beads, fluorescent GTP binding, flow cytometry; actives lie on both sides; 0 = cold GTP competed, 100 = untreated | GTP binding activity (% of control), % at 10 µM | 190,000 compounds, 0.27% hits;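 active means GTP binding activity at least 20 points away from the 100% control level, either lower or higher; inconclusive means compound flagged as likely green fluorescent, judged across all proteins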
Rab2A wt mod = changes GTP binding to wildtype dog Rab2A, up or down; GTP binding activity, % at 10 µM; P61105; 190,000 compounds, 0.19% hits; GST-Rab2 wt beads, Bodipy-GTP binding, flow cytometry;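 active means GTP binding activity at least 20 points away from 100%, either lowered or raised; inconclusive means signal likely due to the compound's own green fluorescence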;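 further: 0% = beads with excess unlabeled GTP and 100% = no-compound control corrected for plate trend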
Mcl1 Noxa PPI = disrupts binding of human Mcl-1 to Noxa peptide | Q07820 | TR-FRET Mcl-1/Noxa peptide binding, 2 h | inhibition, % at 21.7 µM | 220,000 compounds, 1.5% hits | AID 1022;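 active means compounds that cut the protein-peptide binding signal by more than 50% relative to plate controls in a single-dose test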;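 further: His-tagged Mcl-1 with rhodamine Noxa BH3 peptide and terbium anti-His antibody; 0% = Mcl-1 plus Noxa peptide wells and 100% = peptide-only wells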
Target sequence (Q07820 whole entry, looked up): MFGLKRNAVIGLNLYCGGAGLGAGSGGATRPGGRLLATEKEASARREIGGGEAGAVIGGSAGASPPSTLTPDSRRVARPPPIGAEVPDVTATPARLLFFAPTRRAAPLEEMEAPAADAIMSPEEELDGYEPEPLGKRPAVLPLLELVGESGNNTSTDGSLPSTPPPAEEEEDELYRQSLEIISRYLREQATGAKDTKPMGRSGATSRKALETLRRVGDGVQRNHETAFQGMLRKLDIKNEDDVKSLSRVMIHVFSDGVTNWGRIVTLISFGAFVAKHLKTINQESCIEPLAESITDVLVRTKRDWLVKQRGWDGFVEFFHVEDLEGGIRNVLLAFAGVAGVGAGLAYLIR
Mcl-1 Bim block = human Bim-Mcl-1 interaction inhibition. Bead-based flow cytometry, Bim peptide-Mcl-1 binding. inhibition, % at 10 µM. 190,000 compounds, 0.1% hits. AID 1009; in the data active means inhibition above about 40%;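 further: 0% = no compound tracer wells and 100% = peptide blocker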
Cdc42 wt = human Cdc42 wildtype GTP binding change, either direction | GST-Cdc42 beads, Bodipy-GTP binding, flow cytometry; actives lie on both sides | P60953 | percent activity (GTP binding), % at 10 µM | 190,000 compounds, 0.2% hits;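 active means percent activity GTP binding at least 20 points away from the 100% baseline, either down as inhibitor or up as activator; inconclusive means compound flagged as likely green fluorescent from well-wide comparison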;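 further: median bead fluorescence of bound Bodipy-FL-GTP at 100 nM; 0% = excess unlabeled GTP control and 100% = no compound control; below 100% means less GTP binding so inhibitor and above means activator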
Target sequence (P60953 whole entry, looked up): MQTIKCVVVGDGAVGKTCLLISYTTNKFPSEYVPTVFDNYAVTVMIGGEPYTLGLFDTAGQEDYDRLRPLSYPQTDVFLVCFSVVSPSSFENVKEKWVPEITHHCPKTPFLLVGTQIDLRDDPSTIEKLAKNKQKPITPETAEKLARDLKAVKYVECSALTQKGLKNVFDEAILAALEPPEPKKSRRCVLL
Rab7 wt modul = alters GTP binding to wildtype dog Rab7; GTP binding activity (percent of control), % at 10 µM; 190,000 compounds, 0.055% hits; GST-Rab7 beads, fluorescent GTP binding, flow cytometry; actives lie on both sides; untreated = 100%, excess cold GTP = 0%;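 active means fluorescent GTP binding to Rab7 beads changed by at least 20 points from the 100% baseline, either direction, mostly lower; inconclusive means compound itself probably fluorescent, or too few beads counted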;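 further: median green fluorescence of bound Bodipy-FL-GTP per Rab7 bead population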
Mcl1-Bid inh = disrupts binding of human Mcl-1 to Bid peptide; Q07820; TR-FRET Mcl-1/Bid-Dy647 peptide binding, 1536-well; inhibition, % at 21.7 µM; 220,000 compounds, 0.97% hits;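 active means compounds that cut the binding signal by more than half at the single screening dose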;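 further: His-tagged Mcl-1 with europium anti-His antibody binding Bid BH3 peptide; 0% = Mcl-1 plus peptide wells and 100% = peptide-only wells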
* marks the source's active call; other numbers are inactive results; ? = inconclusive; . = no result given.

mol | Avidin fluor | Pf gametocyte | HRas wt GTP bind | Rac1 act GTP bind | Rac1 wt GTP bind | Rab2A wt mod | Mcl1 Noxa PPI | Mcl-1 Bim block | Cdc42 wt | Rab7 wt modul | Mcl1-Bid inh
CCN(CC(=O)Nc1ccc2c(c1)OCCO2)S(=O)(=O)c1ccc(C)cc1 | 26 | 10 | 102 | 102 | 106 | 101 | -10 | -2 | 105 | 99 | -9
CCn1c(=O)c2cc(C(=O)Nc3cc(C)on3)sc2c2ccccc21 | 9 | . | 103 | 99 | 105 | 101 | 19 | -2 | 101 | 99 | 14
Cc1[nH]nc2c1/C(=N/O)CC(c1ccccc1)C2 (centres undefined) | 17 | -27 | 98 | 99 | 103 | 97 | 15 | -2 | 101 | 97 | -2
Cc1cc(C)c(S(=O)(=O)N2CCN(CCO)CC2)c(C)c1 | 25 | . | 99 | 101 | 104 | 100 | -7 | -5 | 101 | 100 | -4
COc1ccc(C(=O)Nc2cccc(C(C)=O)c2)cc1OC | 8 | 24 | ? | ? | ? | ? | 9 | 2 | ? | ? | -15
COc1ccc(-c2ccc(CCC(=O)O)n2NC(=O)c2cccs2)cc1 | 28 | . | 100 | 102 | 104 | 100 | 3 | 0 | 107 | 97 | -43
Cc1ccc2nc(NCCCO)[nH]c2c1 | 20 | . | 99 | 96 | 100 | 99 | -8 | -3 | 97 | 100 | -24
CCCCn1c(N)c(N(CCOC)C(=O)COc2ccc(Cl)cc2)c(=O)[nH]c1=O | 10 | . | 101 | 98 | 103 | 100 | 6 | 0 | 98 | 105 | -20
CCC(C)c1ccc(O)c(NC(=O)c2cccnc2)c1 (centres undefined) | 5 | . | 103 | 99 | 107 | 98 | -4 | -143 | 101 | 100 | -59
CN1CCc2c(sc(N)c2C(N)=O)C1 | 9 | 21 | 99 | 97 | 98 | 100 | 4 | 0 | 98 | 97 | -69
Cc1cccc(CSCCNC(=O)Nc2ccccc2)c1 | 15 | 26 | 99 | 99 | 98 | 97 | 0 | -1 | 97 | 95 | -40
COCCN(CCOC)S(=O)(=O)c1ccc(C(=O)Nc2nc(-c3ccccc3)c(C(=O)c3ccccc3)s2)cc1 | 8 | -5 | 101 | 99 | 101 | 99 | -98 | 0 | 100 | 101 | -60
Cc1ccccc1NC(=O)CCC(=O)OCC(=O)c1cccc([N+](=O)[O-])c1 | 9 | 9 | 96 | 95 | 97 | 96 | 7 | -2 | 96 | 100 | -25
COC(=O)C(CC(C)C)NC(=O)C(Cc1ccccc1)NC(=O)C1CCCN1C(=O)OC(C)(C)C (centres undefined) | 10 | -10 | 99 | 97 | 103 | 101 | 15 | -2 | 99 | 100 | -13
Cc1oc(-c2cccc(Cl)c2)nc1CN(C)C1CCOC1 (centres undefined) | 10 | -8 | 98 | 95 | 102 | 97 | 2 | -4 | 104 | 97 | -15
COc1ccc(-c2nc(CSCC(=O)NCCC3=CCCCC3)c(C)o2)cc1OC | 5 | . | 104 | 102 | 105 | 102 | 17 | 2 | 106 | 103 | 10
CC1CCN(C(=S)Nc2cccc(S(=O)(=O)N(C)C)c2)CC1 | 12 | 11 | 95 | 97 | 99 | 97 | -1 | 1 | 97 | 94 | -29
c1ccc(-c2cc(N3CCOCC3)nc3ccccc23)cc1 | 7 | -10 | 103 | 99 | 104 | 102 | 11 | -3 | 106 | 101 | 41
CCOC(=O)c1c(-c2ccccc2)nc2cc(C)ccn12 | 5 | -45 | 100 | 98 | 101 | 98 | -8 | -4 | 101 | 98 | -28
Cc1ccc(NC(=O)CCC(=O)NNC(=O)COc2ccccc2)c(C)c1 | 13 | 2 | 98 | 97 | 106 | 97 | -13 | -3 | 102 | 98 | -6
COc1ccc([N+](=O)[O-])cc1COc1cc(C)cc2oc(=O)cc(-c3ccccc3)c12 | 9 | 11 | 100 | 98 | 106 | 100 | -4 | -6 | 101 | 99 | -3
CC1(C)c2ssc(=S)c2-c2ccccc2N1C(=O)CSC1=NCCS1 | 20 | 11 | 105 | 102 | 105 | 106 | 19 | -3 | 109 | 98 | -10
COc1ccc(C(CC(=O)NC(C)(C)C)n2cccc2)cc1 (centres undefined) | 6 | . | 103 | 100 | 104 | 103 | -1 | 0 | 99 | 103 | -40
CC(C)(C)C(=O)CN1CCN(S(=O)(=O)c2ccc(F)cc2)CC1 | 11 | 25 | 101 | 98 | 102 | 102 | 12 | -6 | 100 | 105 | 8
O=C(Cn1nc(-c2ccc(N3CCOCC3)c([N+](=O)[O-])c2)c2ccccc2c1=O)N1CCCCC1 | 11 | 18 | 101 | 100 | 106 | 100 | 3 | 3 | 102 | 101 | -11
COc1ccccc1C1C2CCCCC2(O)CCN1CC(=O)Nc1ccccc1 (centres undefined) | 10 | . | 97 | 94 | 94 | 94 | 9 | -2 | 98 | 98 | -12
CN(c1ccccc1)P(=O)(N(C)c1ccccc1)N(C)c1ccccc1 | 11 | -15 | 95 | 96 | 92 | 99 | 12 | -1 | 93 | 100 | -26
Cn1c(=O)[nH]c(=O)c2c1nc(SCCN1CCOCC1)n2Cc1ccccc1 | 10 | 9 | 98 | 98 | 101 | 96 | -5 | -1 | 100 | 96 | -17
Cn1c(=O)c2c(ncn2CC(=O)Nc2nnc(Cc3ccccc3)s2)n(C)c1=O | 17 | 2 | 100 | 98 | 107 | 100 | -4 | -1 | 100 | 104 | 9
O=C(Nc1nnc(-c2ccco2)o1)c1cccc(Cl)c1 | 23 | 10 | 95 | 93 | 94 | 94 | -12 | -2 | 89 | 100 | -9
COc1ccc(OC)c(CCNC(=O)CS(=O)(=O)Cc2nc(-c3ccccc3C)oc2C)c1 | 7 | -1 | 100 | 99 | 101 | 100 | -5 | -3 | 104 | 96 | 9
O=C(CCCOc1ccc(Cl)cc1Cl)Nc1ccccn1 | 13 | -1 | 93 | 92 | 98 | 91 | 6 | -1 | 94 | 93 | -26
COc1ccc(C(=O)N/N=C/c2cccc3cccnc23)cc1 | 9 | . | 97 | 98 | 95 | 94 | -39 | -3 | 97 | 94 | -36
CC(C)=C(NC(=O)c1ccccc1)C(=O)NCCCC(=O)O | 31 | -7 | 98 | 98 | 104 | 99 | 6 | 1 | 99 | 98 | 2
Cc1cccn2c(CN(C)CC3CCCCO3)c(C(=O)N3CCCCC3)nc12 (centres undefined) | 12 | . | 96 | 96 | 98 | 100 | 14 | 1 | 101 | 97 | -39
COc1ccc(CC(=O)Nc2ccccc2C(=O)N2CCOCC2)cc1 | 1 | 21 | 97 | 97 | 103 | 95 | -9 | -2 | 98 | 99 | -12
CCN1CCN(c2ncc(C(=O)Nc3cc(Cl)ccc3OC)c3ccccc23)CC1 | 11 | 9 | 98 | 95 | 98 | 95 | 4 | -1 | 98 | 95 | -21
Cc1ccc(S(=O)(=O)N2CCC(CN3C(=O)c4cccc5cccc(c45)C3=O)CC2)cc1 | 6 | 12 | 104 | 102 | 105 | 104 | -20 | -3 | 106 | 100 | -4
Cn1c(=O)c(/C=C/c2ccc(F)cc2)nc2ccccc21 | 7 | 6 | 90 | 89 | 91 | 92 | 16 | 12 | 90 | 90 | -1
COc1ccc(COCC(O)CN2CC(C)OC(C)C2)cc1OC (centres undefined) | 7 | -28 | 98 | 98 | 103 | 100 | 23 | 1 | 103 | 99 | -12
CCOC(=O)c1[nH]cnc1N=Nc1c(O)ccc2ccccc12 | 12 | 0 | 82 | 91 | 80 | 82 | 24 | -1 | 86 | 88 | -49
C=CCn1c(SCc2nc3ccccc3[nH]2)nnc1-c1ccncc1 | 24 | . | 102 | 99 | 104 | 101 | -4 | 0 | 105 | 102 | -64
CCCCOC(=O)C1CCC[C@@H](C)N1 (some centres undefined) | 9 | 22 | 96 | 98 | 100 | 98 | -11 | -1 | 98 | 99 | -8
CC(=O)Oc1ccccc1C(=O)Oc1ccc(/C=N/n2cnnc2)cc1 | 13 | 0 | 98 | 100 | 102 | 97 | 0 | -1 | 100 | 98 | -9
C/C(=N\NC(=O)OC(C)(C)C)c1cccc([N+](=O)[O-])c1 | 9 | 4 | 101 | 99 | 105 | 98 | 5 | -7 | 103 | 101 | -9
COc1cc(OC)cc(-c2nc3ccccc3c(=O)n2OC(=O)c2ccc(C)c(C)c2)c1 | 11 | -10 | 98 | 97 | 100 | 96 | 19 | -5 | 95 | 97 | 4
CCOc1ccc(NC(=O)CNC(=O)c2ccc([N+](=O)[O-])cc2)cc1 | 17 | -3 | 96 | 94 | 98 | 97 | -2 | -2 | 95 | 101 | -27
Cc1ccccc1NC(c1cccc(Cl)c1)c1nnnn1C1CCCCC1 (centres undefined) | 41 | 6 | 102 | 103 | 104 | 101 | -4 | -7 | 104 | 100 | -11
Cc1ccc(S(=O)(=O)N(C)Cc2nc(-c3ccccn3)no2)cc1 | 30 | . | 98 | 96 | 96 | 95 | -2 | 2 | 98 | 92 | -20
CCC(=O)N(C)/C=C1\Sc2ccccc2C1=O | 9 | -27 | 98 | 96 | 99 | 96 | . | 3 | 98 | 94 | .

The list continues:
mol | Avidin fluor | Pf gametocyte | HRas wt GTP bind | Rac1 act GTP bind | Rac1 wt GTP bind | Rab2A wt mod | Mcl1 Noxa PPI | Mcl-1 Bim block | Cdc42 wt | Rab7 wt modul | Mcl1-Bid inh
O=C(CCCc1c[nH]c2ccccc12)NCc1cccs1 | 9 | 4 | 96 | 96 | 98 | 99 | 13 | -1 | 97 | 101 | -37
CCOc1cc(/C=C2\SC(=N)N(c3nonc3N)C2=O)ccc1OCCN1CCOCC1 | 11 | 9 | 99 | 94 | 94 | 96 | 30 | 0 | 94 | 104 | -63
O=C(N/N=C/c1ccccc1)c1[nH]ncc1Br | 8 | 2 | 97 | 93 | 98 | 96 | 9 | -2 | 99 | 97 | -6
Cc1occc1C(=O)Nc1cccnc1 | 28 | . | 99 | 99 | 101 | 103 | 15 | 0 | 97 | 100 | -7
CC1CCN(C(=O)CCc2ccc(S(=O)(=O)NC(C)(C)C)cc2)CC1 | 8 | . | 99 | 98 | 103 | 99 | 7 | -5 | 97 | 100 | -2
O=C(NNc1cccc(Cl)c1)c1cccnc1Cl | 2 | -16 | 99 | 96 | 101 | 95 | -17 | -3 | 99 | 95 | -15
COc1cc(-c2nc3cnccc3n2C)cc(OC)c1OC | 16 | 19 | 101 | 100 | 99 | 99 | 11 | 0 | 102 | 97 | -40
CCOC(=O)c1cccc(P(C)(C)=O)c1 | 8 | -27 | 101 | 98 | 105 | 98 | 20 | -8 | 100 | 102 | -22
